Screening results from PubChem BioAssay.
TIM10 inh: inhibits growth of TIM10 yeast strain; S. cerevisiae TIM10 strain growth, BacTiter-Glo luminescence, 24 h; hit rate 1.4% among 330,000; inhibition, % at 10 µM;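 active = inhibition of 40% or more at the single tested concentration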;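 note: wild-type TIM10 isogenic control strain grown at permissive 25 °C; 0% = DMSO yeast wells and 100% = minimal medium wells without yeast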
tim10-1 inh: inhibits growth of tim10-1 mutant yeast; S. cerevisiae tim10-1 ts strain growth, BacTiter-Glo, 24 h; inhibition, % at 20 µM; hit rate 2.2% among 330,000; AID 463190;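 active = inhibition of at least 40%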;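 note: mutant grown at 25 °C; 0% = DMSO wells with yeast and 100% = wells holding no yeast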
UPR CHOP act: apoptotic UPR (CHOP) activation. CHO-CHOP luciferase reporter, luminescence; percent of tunicamycin response over DMSO baseline. activation, % at 10 µM. AID 449763. hit rate 0.34% among 330,000;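 active = at 10 µM dose, activation of 40% or more, normalized to positive control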;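 note: 100% = tunicamycin at 10 µg/mL and 0% = DMSO alone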
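assay system = CHO CHOP reporter cells | amount = 500 CHO-CHOP cells per well | buffer or medium = F12 with 10% FBS | incubation = 16-18 h cell attachment, then 6 h compound exposure, 37 °C | detection = luminescence read with Steady-Glo | read-out = percent activation relative to tunicamycin control | controls = tunicamycin high control, DMSO low control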
NALP3 yeast inh: blocks the NALP3 inflammasome reconstituted in yeast | Yeast reconstituted NLRP3/ASC/caspase-1, beta-gal luminescence, 24 h | hit rate 0.39% among 330,000 | inhibition, % at 10 µM | AID 2825;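 active = inhibition of 50% or more; inactive = inhibition below 50%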;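 note: plate controls were induced DMSO wells for no effect and uninduced yeast grown without galactose for full effect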
APJ agonist: activates the human apelin receptor APJ; hit rate 0.11% among 330,000; CHO-K1 APJ PathHunter beta-arrestin, luminescence; 0% DMSO wells, 100% apelin; activation, % at 20 µM; P35414; AID 2520;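 active = activation more than six SD over the plate average, tested at 20 µM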;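 note: 0% = DMSO alone and 100% = apelin-13 at 10 nM; some results filed as inactive read as strong as hits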
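Assay system – PathHunter CHO-K1 APJ (AGTRL-1) beta-arrestin reporter cells · Compound – one dose, 20 µM compound, 1% DMSO · Timing – compound 90 min 25 °C, reagent 1 h · Measured by – luminescence from split beta-galactosidase complementation, Galacton Star/Emerald II substrate · Measure – beta-arrestin recruitment to APJ as agonist activity, luminescent signal · Benchmarks – DMSO vs Apelin-13 10 nM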
Mdm2 MdmX PPI: human Mdm2/MdmX binding inhibition; inhibition, % at 8 µM; hit rate 3% among 330,000; SaOS-2 split-luciferase Mdm2/MdmX complementation, luminescence; AID 485346;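 active = inhibition of at least 50% at 8 µM in the primary screen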
UPR XBP1 act: activators of adaptive arm of unfolded protein response (XBP1); activation, % at 20 µM; hit rate 0.33% among 330,000; CHO-XBP1 luciferase reporter, IRE1-XBP1 UPR activation, luminescence; percent of tunicamycin response, DMSO as zero;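 active = versus positive control, 20 µM dose yields 30% or more activation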;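 note: 100% = tunicamycin at 10 µg/mL and 0% = DMSO only wells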
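Material: CHO-XBP1 cells stably carrying IRE1-XBP1-driven luciferase reporter / Amount: 1000 cells per well / Compound: 20 µM, 1% DMSO / Times: 6 h treatment, 37 °C / Detection: luciferase luminescence / Measure: % activation of reporter signal versus tunicamycin and DMSO controls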
tim23-1 inh: tim23-1 yeast growth inhibition; S. cerevisiae tim23-1 growth, BacTiter-Glo luminescence, 24 h; inhibition, % at 20 µM; hit rate 1.3% among 330,000; AID 463212;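 active = growth inhibition of the mutant yeast at or above 50%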;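 note: temperature-sensitive mutant grown at 25 °C; plate controls were DMSO-treated mutant yeast for no effect and medium wells lacking yeast for full effect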
GRIN3A LBD mod: modulates the human NR3A ligand-binding domain; NR3A LBD differential scanning fluorimetry, Tm shift; 0% = protein alone, 100% = glycine-bound protein; Tm shift relative to glycine control, % at 25 µM; hit rate 2.5% among 340,000; AID 1259313;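 active = melting temperature shift of at least 10% of the positive control shift, at one fixed dose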
Active calls of the source: *; . = not tested or not shown.

Order of results: tim10-1 inh	NALP3 yeast inh	UPR CHOP act	tim23-1 inh	APJ agonist	Mdm2 MdmX PPI	TIM10 inh	UPR XBP1 act	GRIN3A LBD mod
- C/C(=N\NC(=O)c1sccc1C)c1ccncc1
    -10	6	4.0	-16	1	-10	-3	0	0
- Cc1cc(Cn2nc(C(=O)NCc3cccc(Br)c3)cc2-c2ccccc2)on1
    22	20	0.5	-10	-2	24	-1	-5	0
- Cc1cccc(NC(=S)N2CCN(c3ccccc3)CC2)c1
    9	-14	1.1	-9	-3	-4	17	-5	-1
- COc1ccc2nc(CCN(C)C(=O)C3CCC(=O)N(Cc4cccc(F)c4)C3)[nH]c2c1 (stereo not drawn)
    8	13	2.1	11	-2	18	-5	-4	-1
- Cc1cccc(C)c1NC(=O)c1ccc(-c2ccc(Cl)cc2Cl)o1
    28	12	-0.9	39	-1	56*	19	-6	-2
- CCNC(=S)N(CCc1c(C)[nH]c2ccc(C)cc12)Cc1cccs1
    20	12	0.3	39	-4	30	24	-4	1
- COC(=O)c1ccc(C23CC4(C2)[C@H](CN(Cc2ccc(-c5ccccc5)cc2)[C@@H]4c2ccccc2)C3c2ccccc2)cc1 (stereo partly drawn)
    15	7	1.2	19	6	-5	7	-3	0
- Cc1csc2c(=O)n3c(nc12)CCCCC3
    -12	-6	3.1	13	-2	-21	-26	1	1
- ON1C(c2ccc(Cl)cc2Cl)N(O)[C@H]2CCCC[C@H]21 (stereo partly drawn)
    17	13	-1.6	12	-9	6	0	-7	2
- CCc1nc(SCC(=O)Nc2ccc(N(C)C)cc2)n[nH]1
    -14	8	1.8	2	17	8	1	-3	2
- Oc1ccccc1-c1nnc(COc2ccccc2)o1
    22	13	5.0	19	-6	-57	9	3	2
- COc1cc(CCCN2CCNC[C@@H]2Cc2ccccc2)cc(OC)c1OC
    -20	18	-0.4	-7	-5	5	-1	1	0
- CCN(CC(=O)Nc1c(F)cccc1F)C(=O)CSc1ccccc1
    3	10	2.8	18	0	-5	4	5	-1
- CCN(CC)CCn1c2c(c(SCC(=O)Nc3ccccc3Cl)nc1=O)CCC2
    5	3	-0.9	-4	-5	16	-7	1	1
- C/C(=N\NC(=O)c1ccncc1)c1cccc(NC(=O)c2ccc(C(C)(C)C)cc2)c1
    -7	12	3.9	16	4	27	-5	-3	1

Mdm2 MdmX PPI, entries above that show a hit.
| SMILES | tim10-1 inh | NALP3 yeast inh | APJ agonist | Mdm2 MdmX PPI | TIM10 inh | UPR XBP1 act | GRIN3A LBD mod |
| --- | --- | --- | --- | --- | --- | --- | --- |
| Cc1cccc(C)c1NC(=O)c1ccc(-c2ccc(Cl)cc2Cl)o1 | 28 | 12 | -1 | 56* | 19 | -6 | -2 |

Further structures:
Order of results: tim10-1 inh	NALP3 yeast inh	UPR CHOP act	tim23-1 inh	APJ agonist	Mdm2 MdmX PPI	TIM10 inh	UPR XBP1 act	GRIN3A LBD mod
- CSc1cccc(NC(=O)OC2CCCCCCCCCCC2)c1
    -5	7	0.9	11	-1	13	7	1	1
- O=C(Nc1ccc(NC(=O)c2ccc([N+](=O)[O-])cc2[N+](=O)[O-])cc1)c1ccco1
    -49	4	-2.5	-17	11*	5	-3	0	6
- CCC1CC2(C)NC(=O)c3c(sc4c3CC(C)(C)OC4)N2C1=O (stereo not drawn)
    3	10	-0.8	1	0	1	6	2	1
- O=C(NCCc1ccc(F)cc1)N[C@@H](Cc1ccccc1)C(=O)O
    1	5	2.8	-5	-3	6	-6	-4	1
- CCCCN(C)C(=O)c1nc2ccccn2c1CN1CCC[C@H]1C(=O)OC
    9	12	-2.7	4	0	8	-2	-4	0
- CCOc1ccccc1NS(=O)(=O)c1ccc2[nH]c(=O)ccc2c1
    0	-7	-1.1	-2	-2	17	-2	-3	2
- C=CCNc1nnnc2c1sc1nc(N3CCOCC3)c3c(c12)CCCC3
    23	-9	1.5	12	-4	-9	3	4	-2
- Cc1ccccc1N(C)C(=O)c1coc(=O)c2ccccc12
    -2	-2	-0.1	9	-7	4	7	1	-1
- COc1ccc(N2CCN(C(=O)Nc3ccccc3C)CC2)cc1
    7	20	-2.3	8	-5	6	-2	0	0
- Cn1cc(/C=N/NC(N)=S)c2ccccc21
    22	9	-0.9	2	-4	28	6	1	-1
- O=C(NN1CCOCC1)c1ccc(Cl)cc1
    5	-3	-1.3	6	0	16	5	-2	-4
- O=C(Nc1nnc(CCN2CCOCC2)s1)c1ccccc1
    0	-3	4.5	-2	-2	7	4	1	0
- O=C(CSc1nnc(C2CC2)n1Cc1ccccc1)NCc1ccccc1
    8	0	-1.4	7	-4	3	-7	-1	-4
- COCC(=O)Nc1cccc(Br)c1
    0	6	0.0	13	2	0	-2	1	-1
- COc1ccccc1CNC(=O)CN1CCC(n2cnc3cc(F)ccc32)CC1
    11	14	-0.7	9	0	17	-9	-1	0

Reprinted from above for reference:
Order of results: tim10-1 inh	NALP3 yeast inh	UPR CHOP act	tim23-1 inh	APJ agonist	Mdm2 MdmX PPI	TIM10 inh	UPR XBP1 act	GRIN3A LBD mod
- O=C(Nc1ccc(NC(=O)c2ccc([N+](=O)[O-])cc2[N+](=O)[O-])cc1)c1ccco1
    -49	4	-2.5	-17	11*	5	-3	0	6
- CCC1CC2(C)NC(=O)c3c(sc4c3CC(C)(C)OC4)N2C1=O (stereo not drawn)
    3	10	-0.8	1	0	1	6	2	1
- O=C(NCCc1ccc(F)cc1)N[C@@H](Cc1ccccc1)C(=O)O
    1	5	2.8	-5	-3	6	-6	-4	1
- CCCCN(C)C(=O)c1nc2ccccn2c1CN1CCC[C@H]1C(=O)OC
    9	12	-2.7	4	0	8	-2	-4	0
- CCOc1ccccc1NS(=O)(=O)c1ccc2[nH]c(=O)ccc2c1
    0	-7	-1.1	-2	-2	17	-2	-3	2
- C=CCNc1nnnc2c1sc1nc(N3CCOCC3)c3c(c12)CCCC3
    23	-9	1.5	12	-4	-9	3	4	-2
- Cc1ccccc1N(C)C(=O)c1coc(=O)c2ccccc12
    -2	-2	-0.1	9	-7	4	7	1	-1
- COc1ccc(N2CCN(C(=O)Nc3ccccc3C)CC2)cc1
    7	20	-2.3	8	-5	6	-2	0	0
- Cn1cc(/C=N/NC(N)=S)c2ccccc21
    22	9	-0.9	2	-4	28	6	1	-1
- O=C(NN1CCOCC1)c1ccc(Cl)cc1
    5	-3	-1.3	6	0	16	5	-2	-4
- O=C(Nc1nnc(CCN2CCOCC2)s1)c1ccccc1
    0	-3	4.5	-2	-2	7	4	1	0

Other results
Order of results: tim10-1 inh	NALP3 yeast inh	UPR CHOP act	tim23-1 inh	APJ agonist	Mdm2 MdmX PPI	TIM10 inh	UPR XBP1 act	GRIN3A LBD mod
- Cc1nn(C2CCCO2)c(=O)nc1N (stereo not drawn)
    -2	6	1.3	0	-3	10	0	0	.
- O=c1cc(N2CCCCC2)c(-c2ccccc2)nn1Cc1ccc(F)cc1
    -26	7	2.1	28	-3	16	6	-8	-1
- COc1cccc(-c2nnc(SCC(=O)NC3CCS(=O)(=O)C3)n2C)c1 (stereo not drawn)
    -3	3	-0.8	-14	2	-2	3	-1	0
- CCOC(=O)c1c(O)c2cc(Cl)ccc2n(CC)c1=O
    5	16	-0.3	10	2	15	-21	0	1
- Fc1ccc(NC(=S)Nc2cccc3cnccc23)cc1
    3	7	0.3	-5	-3	-2	19	0	-2
- O=C(NC1CC1)c1ccc2c(c1)N(Cc1ccc(Cl)cc1)CCS2
    31	17	-2.2	20	-4	45	10	-3	-1
- O=C(CCCn1cc([N+](=O)[O-])cn1)Nc1cccnc1
    4	7	-0.4	4	-1	-14	-18	-4	0
- CCOC(=O)C1CCCN(Cc2ccc(OCC)cc2)C1 (stereo not drawn)
    -9	7	-1.2	4	0	-2	-10	-2	1
- CC(=O)Nc1ccc(NC(=O)CCCc2c[nH]c3ccccc23)cc1
    7	-11	-1.3	14	-1	-5	13	1	-6
- COc1ccccc1-c1nc(C#N)c(N2CCCCCC2)o1
    32	11	0.7	45	-3	-3	25	7	-2
- O=C(C[C@H]1C/C=C\CCCCC(=O)OC[C@H]2CCCN2C1=O)N[C@H](CO)Cc1ccccc1
    12	-5	2.4	15	-1	-11	-2	0	0
- CCC(C)N(C(=O)Cn1nnc2ccccc21)C(C(=O)NCc1ccco1)c1cccc(OC)c1 (stereo not drawn)
    7	2	1.3	-8	-2	-1	4	-5	-1
- N#C/C(N=Nc1ccccc1O)=N\Nc1ccccc1O
    65*	28	7.3	82*	-1	82*	13	-2	4
- O=C(CNCCc1ccc(Cl)cc1Cl)NCc1ccco1
    16	26	0.1	5	-1	3	12	1	1
- COc1ccccc1CNc1nc2nc3c(c(=O)n2[nH]1)CCC3
    20	13	-2.2	-3	-3	20	-10	-1	-1

Going on with the list:
Order of results: tim10-1 inh	NALP3 yeast inh	UPR CHOP act	tim23-1 inh	APJ agonist	Mdm2 MdmX PPI	TIM10 inh	UPR XBP1 act	GRIN3A LBD mod
- O=C(c1ccco1)c1nnn(Cc2ccccc2)c1-c1ccccc1
    -11	-6	-1.9	35	-4	12	23	-3	-2
- Cc1occc1-c1nnc(SCC(=O)NCc2ccco2)n1CC(C)C
    23	14	-1.1	9	-5	20	24	0	0
- C#CCOCCOCCOCCNc1nc(N2CCOCC2)nc(N2CCN(C(=O)[C@H](CO)n3cc([C@@H](N)C(C)C)nn3)CC2)n1
    9	5	-0.6	8	-2	-4	5	3	0
- COc1ccc(Cl)cc1NC(=O)CSc1sc2c(O)cc(=O)[nH]c2c1C#N
    -24	13	0.2	-7	-1	4	7	-7	-3
- Cc1ccc(S(=O)(=O)n2c(C)nc3ccccc32)cc1
    15	32	2.3	23	-2	24	5	-3	-1
- COc1cccc(C2=CC(=O)C[C@H](c3ccc(Cl)cc3)C2)c1OC
    -4	11	-1.1	24	-5	12	7	1	-6
- Cc1ccc(S(=O)(=O)/N=C2/NC(=O)/C(=C/c3ccncc3)S2)cc1
    8	9	0.1	12	1	-7	5	-2	.
- COc1cc(C(=S)N2CCOCC2)ccc1OC(=O)Cc1ccc(F)cc1
    32	-10	1.8	22	0	24	11	-1	-5
- Cc1ccc(C(=O)NNC(=O)CSc2nnc(CNc3ccc(F)cc3)n2C)cc1
    13	2	2.3	-3	1	9	2	0	.
- CC(=O)c1cc(CN2CCN(C3CCCCC3)C(CCO)C2)cs1 (stereo not drawn)
    9	-1	-0.7	-3	-3	-12	10	2	-1
- CCO[C@H]1OC(C(=O)N2CCN(C)CC2)=C[C@@H](c2ccc3c(c2)OCO3)[C@@H]1CCCO
    -15	13	0.2	-3	-6	2	-13	-3	-1
- CC(C)COC(=O)c1ccc(N2C(=O)c3ccccc3C2=O)cc1
    -5	36	1.9	-2	-5	-3	8	0	0
- CNC[C@H]1Oc2ccc(NC(=O)C3CCCCC3)cc2CC(=O)N([C@H](C)CO)C[C@@H]1C
    4	2	0.0	-5	-1	9	-4	-4	-1
- O=C(Nc1ccccc1[N+](=O)[O-])C1COc2ccccc2O1 (stereo not drawn)
    16	33	3.7	24	2	-72	7	0	0
- Cc1ccc(Oc2ccc(Cl)cc2NC(=O)c2cnccn2)cc1
    13	19	-2.6	18	-1	9	5	-3	-1
- CCOc1ccccc1NC(=O)Nc1cccc(NC(C)=O)c1
    -3	-4	2.0	3	-3	-30	-1	-1	-20
